Screens from PubChem BioAssay.
RXFP1 antag = qHTS Assay for Antagonists of the Relaxin Receptor RXFP1; HEK293-RXFP1, relaxin-stimulated cAMP HTRF, 30 min; stronger effect = lower value; AID 1259400, 2018; activity change, negative = inhibition, % at 57.5 µM; Relaxin receptor 1 (Homo sapiens), Q9HBX9; hit rate 0.59% among 350,000;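 active means activity change of -60% or lower, but not beyond a set lower limit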
Target sequence (Q9HBX9 whole entry, looked up): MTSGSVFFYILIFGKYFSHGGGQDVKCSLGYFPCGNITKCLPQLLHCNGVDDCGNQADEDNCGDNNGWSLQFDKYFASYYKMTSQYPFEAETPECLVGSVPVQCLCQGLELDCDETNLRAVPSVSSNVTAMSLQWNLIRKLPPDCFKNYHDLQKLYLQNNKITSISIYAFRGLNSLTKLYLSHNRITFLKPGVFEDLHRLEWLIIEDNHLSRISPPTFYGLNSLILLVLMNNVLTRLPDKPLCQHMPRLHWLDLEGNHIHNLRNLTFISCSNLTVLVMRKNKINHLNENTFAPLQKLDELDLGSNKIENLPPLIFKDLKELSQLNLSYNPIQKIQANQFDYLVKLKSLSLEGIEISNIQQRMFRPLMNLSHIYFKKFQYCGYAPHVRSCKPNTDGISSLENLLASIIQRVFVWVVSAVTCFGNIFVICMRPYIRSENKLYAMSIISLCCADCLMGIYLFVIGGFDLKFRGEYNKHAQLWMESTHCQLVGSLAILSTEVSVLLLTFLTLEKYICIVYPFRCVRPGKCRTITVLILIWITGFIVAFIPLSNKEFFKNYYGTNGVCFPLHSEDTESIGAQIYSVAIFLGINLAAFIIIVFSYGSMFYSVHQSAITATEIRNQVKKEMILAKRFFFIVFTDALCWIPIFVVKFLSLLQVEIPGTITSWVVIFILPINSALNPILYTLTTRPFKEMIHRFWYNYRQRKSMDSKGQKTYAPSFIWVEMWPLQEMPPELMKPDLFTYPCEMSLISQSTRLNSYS
The depositor's hits bear a star. On the % scale 0 is the no-effect control and ±100 the full control effect.

SMILES,RXFP1 antag
CN(C(=O)CSc1nc2ccc(Cl)cc2[nH]1)C1CCS(=O)(=O)C1 (stereo not drawn),12.1
CCCCOC(=O)C1=C(C)NC(=O)NC1c1ccc2c(c1)OCO2 (stereo not drawn),-15.9
Cc1noc(C)c1NC(=O)N(C)C[C@@H]1Oc2cc(Br)ccc2S(=O)(=O)N([C@H](C)CO)C[C@@H]1C,-2.3
CC(Sc1nnc(-c2ccccc2F)n1C)C(=O)Nc1ccc(N2CCOCC2)cc1 (stereo not drawn),-3.6
Nc1c(Cl)ncnc1Nc1ccc(C(=O)O)cc1,-1.0
CCCCCN(C(=O)CCC(=O)OC(C)C(=O)Nc1ccccc1C)c1c(N)n(CCCC)c(=O)[nH]c1=O (stereo not drawn),-1.6
CCN(CC(=O)Nc1ccc(NC(C)=O)cc1)C(=O)CN1C(=O)NC(C)(c2ccc3ccccc3c2)C1=O (stereo not drawn),-14.8
O=C(O)CN(CCN(CC(=O)O)CC(=O)O)CCN(CC(=O)O)CC(=O)O,13.5
COc1ccccc1-c1cc(C(=O)NC(C)C)no1,-5.0
C[C@@H]1CN([C@@H](C)CO)C(=O)CCCn2cc(nn2)CO[C@H]1CN(C)C(=O)c1ccc2ccn(C)c2c1,-24.5
CC1CCc2sc(C(=O)NN=C3CCCC3)cc2C1 (stereo not drawn),3.4
O=C(NNC(=O)c1cccc2ccccc12)c1ccc(Cl)c(Cl)c1,-15.2
Cc1cccc(NC(=O)c2cccc3c2C(=O)c2ccccc2-3)c1,-2.8
C[C@@H]1CN([C@@H](C)CO)C(=O)CCCn2nncc2CO[C@H]1CN(C)C(=O)Nc1ccc(N2CCCCC2)cc1,-17.6
CCCCCCN1C[C@H](n2cc(-c3ccc(F)cc3)nn2)[C@@H](O)C[C@@H]1c1ccccc1,-1.0
OCC[C@@H]1C[C@H](O)[C@@H](O)[C@@]2(OCc3cc(C(F)(F)F)ccc32)O1,5.9
O=C(CSc1nnc2scc(-c3ccccc3)n12)Nc1nsc(-c2ccc(Cl)cc2)n1,-6.1
COc1ccc(-c2nn(-c3ccccc3)cc2C(=O)N(C)CC(=O)Nc2ccccc2Br)cc1,-9.9
O=C(Nc1ccc([N+](=O)[O-])cc1)C(c1ccccc1)c1ccccc1,-14.0
FC(F)(F)c1cccc(Oc2ccc3c(C(F)(F)F)cc(C(F)(F)F)nc3n2)c1,-15.7
Cc1cccc(C)c1NC(=O)c1ccc(N)cc1,14.2
Cc1ccc(C#N)c(SCc2cccc(Br)c2)n1,-5.9
CN(Cc1ccccc1)C(=O)c1[nH]cnc1C(=O)Nc1ccc(Br)cc1F,-3.2
CCOC(=O)c1c(C)[nH]c(C)c1C(=O)COC(=O)c1nn(CC)c(=O)c2ccccc12,1.0
O=C(c1cc(COc2c(F)cccc2F)on1)N1CC[C@@H]2CCCC[C@H]2C1,1.8
Cc1cccc(NC(=O)C2CC3CCC2C3)c1C (stereo not drawn),14.5
O=S(=O)(Nc1cccc(S(=O)(=O)N2CCCC2)c1)c1ccc(Cl)cc1,10.3
O=C(CCNC(=O)c1ccc(Cl)cc1)Nc1cc(C(F)(F)F)ccc1N1CCOCC1,-6.7
CCN(C(=O)COc1cc(=O)n(C)c2ccccc12)c1cccc(Cl)c1,-15.8
O=C(O)COc1ccccc1C=NNc1ccc([N+](=O)[O-])cc1S(=O)(=O)Nc1ccc(Cl)cc1,-16.2
NC(CSC1(c2ccccc2)c2ccccc2-c2ccccc21)C(=O)O (stereo not drawn),2.8
CSc1ncccc1C(=O)OC(C)C(=O)Nc1ccc2c(c1)OCCO2 (stereo not drawn),-1.7
Cc1ccc(S(=O)(=O)CCC(=O)OCC(=O)N(C)Cc2ccccc2)cc1,-10.6
CCOC(=O)C1(Cc2ccccc2)C(=O)N(CCCN(C)C)c2ccccc21 (stereo not drawn),-4.0
COc1ccccc1NC(=O)COC(=O)C1CCCC1,4.2
O=c1c2cc(F)ccc2sn1-c1ccccc1Cl,-20.9
CC(=O)N1CC2(CC(c3ccc(Cl)cc3Cl)=NO2)CN1c1cccc(Cl)c1 (stereo not drawn),4.3
CN(C)c1ccc(/C=C/C(=O)c2ccc(O)cc2)cc1,-5.0
CCOC(=O)C(CC(=O)O)N1CCCCC1 (stereo not drawn),9.9
CCCCCC(=O)N1C[C@@H](n2cc(COC(=O)c3ccccc3)nn2)[C@H](O)C[C@@H]1c1ccc(OC)cc1,0.7
COC(=O)C[C@@H]1C[C@@H]2c3cc(NS(=O)(=O)c4ccccc4)ccc3O[C@@H]2[C@@H](CO)O1,-1.7
C[C@H](CO)N1C[C@H](C)[C@H](CN(C)C(=O)Nc2cccc(Oc3ccccn3)c2)OCc2cnnn2CCCC1=O,-4.8
COc1cccc(C2=CC(c3ccccc3)n3nnnc3N2)c1 (stereo not drawn),17.1
NC(=O)Nc1ccc(C(=O)OCC(=O)c2c[nH]c3ccccc23)cc1,9.8
C[C@H]1CN([C@@H](C)CO)C(=O)CCCn2nncc2CO[C@H]1CN(C)C(=O)Cc1ccccc1,11.3
COc1ccccc1C(=O)NCCC(=O)N1CC(C)OC(C)C1 (stereo not drawn),-0.3
c1ccc(CN=C2CCCc3ccccc3N2)cc1,2.4
N#Cc1c(F)cccc1NCCCn1ccnc1,8.1
Cc1cccc(C(=O)NCc2nnc(SCC(=O)N3CCN(c4ccccc4)CC3)n2C)c1,-19.3
C[C@@H]1CN([C@@H](C)CO)C(=O)c2cc(Br)cnc2O[C@H]1CN(C)C(=O)CCN1CCCCC1,-7.4

Part of the list above in order of length of the SMILES, highest first.
SMILES,RXFP1 antag
NC(CSC1(c2ccccc2)c2ccccc2-c2ccccc21)C(=O)O (stereo not drawn),2.8
COc1ccccc1C(=O)NCCC(=O)N1CC(C)OC(C)C1 (stereo not drawn),-0.3
CN(C)c1ccc(/C=C/C(=O)c2ccc(O)cc2)cc1,-5.0

New compounds follow.
canonical_smiles | RXFP1 antag
Cc1cc(O)c(N=Cc2cc3c(cc2[N+](=O)[O-])OCO3)cc1C | 4.5
N#CCSc1ccc(S(=O)(=O)N2CCOCC2)cn1 | -25.3
Cc1ccc(CCn2c3c(c4cc(Cl)ccc42)CN(C)CC3)cn1 | -16.0
S=C(NCc1ccccn1)NN=Cc1ccccn1 | -16.3
COc1cc(C(=O)NNC(=O)COc2ccc(Br)cc2)ccc1OCC(=O)N1CCOCC1 | 3.4
C[C@@H]1CN([C@@H](C)CO)C(=O)CCCn2nncc2CO[C@@H]1CN(C)S(C)(=O)=O | -1.5
C=CCOC(=O)COc1ccc2c3c(c(=O)oc2c1)CCCC3 | -1.0
O=C(CC(=O)c1cccnc1)c1ccccc1 | -14.2
O=C(c1ccc(=O)n(Cc2ccc(Cl)c(Cl)c2)c1)N1CCOCC1 | -3.3
CN(Cc1ccc(C(C)(C)C)cc1)Cc1cccc2ccccc12 | -19.4
Cn1nc(C(F)(F)F)c(/C=N/OCc2c(Cl)cccc2Cl)c1Cl | -11.3
c1ccc2c(c1)nnn2-c1ccncc1 | 18.8

Arranged by the number under RXFP1 antag (low to high): some entries from above.
canonical_smiles	RXFP1 antag
N#CCSc1ccc(S(=O)(=O)N2CCOCC2)cn1	-25.3
CN(Cc1ccc(C(C)(C)C)cc1)Cc1cccc2ccccc12	-19.4
O=C(NNC(=O)c1cccc2ccccc12)c1ccc(Cl)c(Cl)c1	-15.2
COc1ccc(-c2nn(-c3ccccc3)cc2C(=O)N(C)CC(=O)Nc2ccccc2Br)cc1	-9.9
CC(Sc1nnc(-c2ccccc2F)n1C)C(=O)Nc1ccc(N2CCOCC2)cc1 (stereo not drawn)	-3.6

Next part:
canonical_smiles | RXFP1 antag
O=C(CC1SCCNC1=O)NCc1ccccc1 (stereo not drawn) | 0.5
CCOc1ccc(NC(=O)CN(C)C(=O)CCCNC(=O)c2ccc(Cl)cc2)cc1OCC | -2.6
Cc1ccc(C)c2nc3sc(C(=O)N4CCCc5ccccc54)c(N)c3cc12 | -3.1
Cc1ccc(N2C(=O)N(CC(=O)N3CCc4ccccc43)C(=O)C2C)cc1 (stereo not drawn) | 4.3
O=c1[nH]c(=O)n2c(c1-c1ccccc1)OC(CBr)C2 (stereo not drawn) | -2.9
Cc1cc(C)c(-n2c(O)c(C=NCCN3CCOCC3)c(=O)[nH]c2=O)c(C)c1 | -4.3
O=C1CCCCCN1C(=O)c1ccccc1 | -2.8
Cc1cccc(NC(=O)COC(=O)CN2CCCCCC2=O)c1C | -0.4
O=C(COC(=O)C1=COCCO1)Nc1cc(Cl)c(Cl)cc1Cl | 0.0
Cc1ccc(S(=O)(=O)N(C)C[C@@H]2OCc3cnnn3CCCC(=O)N([C@H](C)CO)C[C@@H]2C)cc1 | -1.0
CCN1C(=O)[C@H]2[C@@H](c3ccc(OC)cc3)N[C@]3(CCCN(Cc4ccc(C)cc4)C3=O)[C@H]2C1=O | 5.7
COC(=O)c1c(NC(=O)COC(=O)CNC(=O)c2cccc(OC(F)F)c2)sc(C)c1C | -5.4
CCOc1ccc(S(=O)(=O)N2CCCCC2)cc1NC(=O)Cc1cc(OC)c(OC)c(OC)c1 | 8.5
CCCCCCNC(=O)O[C@]12C[C@@H](C(=O)OC)[C@@H](C(=O)OC)C[C@@]1(O)CN(S(=O)(=O)c1ccc(C)cc1)C2 | -1.9
COc1cc(NC(=O)COC(=O)c2[nH]c(C)c(C(C)=O)c2C)cc(OC)c1 | 2.9
O=C(COC(=O)CNC(=O)c1ccccc1)Nc1ccc(Cl)cn1 | -3.1
O=C(COC(=O)CC1CCS(=O)(=O)C1)Nc1ccc(F)cc1 (stereo not drawn) | -8.3
COc1ccc(S(=O)(=O)n2ccc(-c3cnc(-c4ccccc4)s3)n2)cc1 | -19.1
Cc1ccc(C(c2ccc(C)c(C)c2)C(O)C2OC(=O)C(O)C2O)cc1C (stereo not drawn) | 0.8
NC(=O)NCC12CC3CC(CC(C3)C1)C2 | 19.0
CCOC(=O)c1c(C)[nH]c(C)c1C(=O)COC(=O)Cc1n[nH]c(=O)c2ccccc12 | 1.2
CC12CCC(/C(=C/NNc3ccc([N+](=O)[O-])cc3[N+](=O)[O-])C1=O)C2(C)C (stereo not drawn) | -2.8
COCC(=O)Nc1c(I)c(C(=O)NCC(O)CO)c(I)c(C(=O)N(C)CC(O)CO)c1I (stereo not drawn) | -5.5
c1ccc(-n2c(Cc3cccnc3)nc3cnccc32)cc1 | -14.2

Reprinted at random: 5 entries already listed
canonical_smiles | RXFP1 antag
COCC(=O)Nc1c(I)c(C(=O)NCC(O)CO)c(I)c(C(=O)N(C)CC(O)CO)c1I (stereo not drawn) | -5.5
O=C(COC(=O)CNC(=O)c1ccccc1)Nc1ccc(Cl)cn1 | -3.1
CC12CCC(/C(=C/NNc3ccc([N+](=O)[O-])cc3[N+](=O)[O-])C1=O)C2(C)C (stereo not drawn) | -2.8
COc1ccc(S(=O)(=O)n2ccc(-c3cnc(-c4ccccc4)s3)n2)cc1 | -19.1
CCOC(=O)c1c(C)[nH]c(C)c1C(=O)COC(=O)Cc1n[nH]c(=O)c2ccccc12 | 1.2

As entered above:
`O=C(COC(=O)CNC(=O)c1ccccc1)Nc1ccc(Cl)cn1` in RXFP1 antag: -3.1
`COc1cc(NC(=O)COC(=O)c2[nH]c(C)c(C(C)=O)c2C)cc(OC)c1` in RXFP1 antag: 2.9

Later entries
canonical_smiles | RXFP1 antag
Cc1c(N)cc(S(=O)(=O)O)cc1NC(=O)c1cccc([N+](=O)[O-])c1 | 14.9
NC(=O)C1C(=O)c2ccccc2C1(C[N+](=O)[O-])c1ccccc1 (stereo not drawn) | 3.6
O=C(Nc1ccccc1)c1cccc(NC(=O)c2ccco2)c1 | -7.4
O=[N+]([O-])c1ccc(S(=O)(=O)NCCCc2ccccc2)cc1 | -3.8
NC(=O)C1(Nc2ccccc2)CCCC1 | -8.8
COc1ccccc1N1CCN(S(=O)(=O)CCNC(=O)c2cccs2)CC1 | -5.1
CCOC(=O)c1c(N)sc(C(=O)N2CCCC(C(N)=O)C2)c1C (stereo not drawn) | -8.4
O=[N+]([O-])c1ccc2cc[nH]c2c1 | -14.9
Cc1nc(C(=O)O)cc([N+](=O)[O-])c1C | 1.0
CC1(C)N=C(N)N=C(N)N1c1cc(Cl)ccc1Cl | 22.7
O=C1CN(C(=O)CN2C(=O)NC(c3ccccc3)(c3ccccc3)C2=O)c2ccccc2N1 | -10.5
CC(Sc1nnc2c(n1)C1(C)CCC2C1(C)C)C(=O)Nc1ccccc1 (stereo not drawn) | -7.7
Cc1ccc(N=Nc2c(=O)[nH]n3c(C)cc(C)nc23)cc1 | 1.0
COc1ccccc1-c1cc(C(=O)NCc2ccc(Cl)cc2)no1 | -17.8
CC12CCC3C(C1)C(C(=O)O2)C(=O)OC3(C)C (stereo not drawn) | 18.0
COc1ccc(S(=O)(=O)Nc2ccc3c(c2)C(=O)N([C@@H](C)CO)C[C@@H](C)[C@H](CN(C)C(=O)CCCN(C)C)OCCCC[C@H](C)O3)cc1 | -1.0
COC(=O)c1ccc(Oc2cc(C)nc(-n3nc(C)cc3C)n2)cc1 | -3.2
CC(CNC(=O)c1ccccc1[N+](=O)[O-])NC(=O)c1ccccc1[N+](=O)[O-] (stereo not drawn) | 3.3
O=S(=O)(CC=CCS(=O)(=O)c1ccccc1)c1ccccc1 | 7.5
CC(=NNc1ccc([N+](=O)[O-])cn1)c1ccccc1 | 4.3
CC1CC2(C)C(=CC1=O)CCC1C2C(O)CC2(C)C1CCC2(O)C(=O)CO (stereo not drawn) | 5.3
O=C(CCN1CCN(Cc2ccccc2)CC1)NNC(=O)c1cc2ccccc2o1 | 3.0
CC(=O)c1ccc(N(CC(=O)NC2CCS(=O)(=O)C2)S(=O)(=O)c2ccc(C)cc2)cc1 (stereo not drawn) | -9.7
CCOc1ccc(-c2nc(CSCC(=O)NC3CCN(Cc4ccccc4)CC3)c(C)o2)cc1 | 0.8
O=C(CSc1nnc(-c2ccccc2)c(-c2ccccc2)n1)NCC1CCCO1 (stereo not drawn) | -1.2
CC(=O)N1c2ccc(C)cc2Sc2c1ccc1ccccc21 | -30.1
CN1CCC(n2[nH]c(-c3ccccc3)c(Cc3ccccc3)c2=O)CC1 | -1.2
C[C@H](O)C#Cc1ccc2c(c1)O[C@@H](CN(C)C(=O)c1ccncc1)[C@@H](C)CN([C@H](C)CO)S2(=O)=O | 17.1
O=C1c2ccccc2C(=O)N1Cc1cc(-c2ccc(Cl)cc2)no1 | -11.5

Not all compounds are listed. The share of hits here may be higher or lower than overall.
